Screening results from PubChem.
CatB inh: human cathepsin B inhibition; purified cathepsin B, fluorogenic substrate, fluorescence; P07858; actives 0.1% (n = 63,000); inhibition, %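 (tested at 10 µM)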; in the data active = inhibition above about 21%;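 also: 0% = enzyme with no compound and 100% = no enzyme blank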
C1s block: blocks human complement C1s protease activity; AID 538; actives 0.16% (n = 62,000); purified C1s, fluorogenic AMC substrate, pooled mixtures; mean inhibition % of two 10-compound mixtures (hits give high values), % at 5 µM (by protocol); P09871;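 active = inhibition above 20% in each of the two 10-compound mixture wells holding the compound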;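 also: 0% = enzyme wells lacking compound mixture and 100% = no-enzyme blank wells; some compounds called inactive have numbers as strong as hits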
Abs 340nm: compounds absorbing at 340 nm; compound absorbance at 340 nm, fold over control; fold change at 10 µM; 65,000 tested, under 10 active;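 active = at 10 µM dose, initial 340 nm absorbance at least 2 fold that of control wells; inactive = change under 2 fold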;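 also: initial absorbance extrapolated from kinetic A340 decline of NADH oxidation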
Cathepsin G inh: cathepsin G (human) inhibition; purified enzyme, AMC-tetrapeptide fluorescence, pooled mixtures; inhibition, % at 5 µM (by protocol); actives 0.2% (n = 62,000); AID 581;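 active = inhibition above 20% in each of the two mixture wells holding the compound; inactive = inhibition of 20% or less in either well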;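 also: 0% = enzyme control without mixture and 100% = blank lacking enzyme; strong numbers were not always called active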
CatB mixtures: human cathepsin B inhibition by mixtures. P07858. Purified cathepsin B, AMC dipeptide fluorescence, compound mixtures. inhibition, %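 (ten-compound pools at 5 µM per compound and 50 µM total)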. actives 0.06% (n = 62,000). AID 488; in the data active = inhibition above about 22%, passing the limit was not always enough;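 also: 0% = enzyme without compound and 100% = no enzyme blank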
FXIIa mix inh: blocks human factor XIIa in pooled compound mixtures; inhibition, % at 5 µM; purified FXIIa, fluorogenic substrate; AID 684; P00748; actives 0.2% (n = 62,000);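 also: 0% = enzyme without compound and 100% = no enzyme blank; some results filed as inactive read as strong as hits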
Target sequence (P00748 20-372 limits assumed): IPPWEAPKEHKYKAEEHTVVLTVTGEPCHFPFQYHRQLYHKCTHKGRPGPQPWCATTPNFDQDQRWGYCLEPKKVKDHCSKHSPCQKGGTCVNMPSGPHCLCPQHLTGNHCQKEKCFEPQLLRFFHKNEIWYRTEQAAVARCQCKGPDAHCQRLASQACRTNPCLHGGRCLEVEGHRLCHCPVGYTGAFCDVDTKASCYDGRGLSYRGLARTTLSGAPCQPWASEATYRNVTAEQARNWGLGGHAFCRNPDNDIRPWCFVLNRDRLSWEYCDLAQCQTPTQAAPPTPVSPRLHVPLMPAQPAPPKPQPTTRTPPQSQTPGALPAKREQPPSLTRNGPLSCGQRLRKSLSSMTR
Target sequence (P00748 373-615 limits assumed): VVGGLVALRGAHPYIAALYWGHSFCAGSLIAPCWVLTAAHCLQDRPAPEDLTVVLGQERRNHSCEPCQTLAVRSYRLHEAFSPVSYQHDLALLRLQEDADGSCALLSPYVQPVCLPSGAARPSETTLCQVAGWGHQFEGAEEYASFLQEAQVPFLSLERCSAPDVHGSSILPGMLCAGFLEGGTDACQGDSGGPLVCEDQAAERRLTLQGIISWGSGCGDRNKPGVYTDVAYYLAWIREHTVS
FXIa mix inh: factor XIa (human) inhibition, mixture screen. actives 0.19% (n = 62,000). AID 680. P03951. inhibition, % at 5 µM. purified FXIa, fluorogenic substrate, pooled mixtures;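 also: each value is inhibition by a whole ten-compound pool holding the compound; 0% = enzyme with no mixture and 100% = wells lacking enzyme; strong numbers were not always called active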
CatL inh: blocks human cathepsin L protease activity; P07711; purified cathepsin L, fluorogenic substrate, fluorescence; inhibition, %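 (tested at 10 µM)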; actives 0.17% (n = 58,000); AID 460; in the data active = inhibition above about 45%;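 also: 0% = enzyme with no compound and 100% = no enzyme blank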
Target sequence (P07711 114-288 limits assumed): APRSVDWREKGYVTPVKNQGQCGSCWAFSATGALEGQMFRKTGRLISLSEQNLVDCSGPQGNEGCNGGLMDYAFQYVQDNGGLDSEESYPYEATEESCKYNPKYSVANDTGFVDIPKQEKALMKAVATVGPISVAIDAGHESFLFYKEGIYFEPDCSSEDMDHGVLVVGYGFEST
Target sequence (P07711 292-333 limits assumed): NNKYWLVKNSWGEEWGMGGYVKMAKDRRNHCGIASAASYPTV
CatS inh: human cathepsin S inhibition. P25774. recombinant cathepsin S, AMC dipeptide fluorescence, pooled mixtures. inhibition, %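 (tested at 5 µM per compound within 10-compound mixtures)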. actives 0.06% (n = 62,000). AID 501; in the data active = inhibition above about 32%, passing the limit was not always enough;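 also: 0% = enzyme without compound and 100% = blank without enzyme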
Target sequence (P25774 115-331 limits assumed): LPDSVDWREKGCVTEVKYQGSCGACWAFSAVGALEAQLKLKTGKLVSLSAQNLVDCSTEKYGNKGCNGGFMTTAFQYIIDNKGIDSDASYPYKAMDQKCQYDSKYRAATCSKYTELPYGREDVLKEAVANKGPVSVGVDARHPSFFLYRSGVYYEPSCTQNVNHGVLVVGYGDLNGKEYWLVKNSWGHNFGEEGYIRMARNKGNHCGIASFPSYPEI
* hit, by the source's call; · = not tested or not shown. Rule as the data show it, unless noted: active = inhibition above about 20% (passing the limit was not always enough); inactive = the rest. An excerpt (hit frequency here may not be typical).

# | Molecule | CatB inh | C1s block | Abs 340nm | Cathepsin G inh | CatB mixtures | FXIIa mix inh | FXIa mix inh | CatL inh | CatS inh
1 | CCCCn1c(NC(=O)c2ccccc2Cl)c(C#N)c2nc3ccccc3nc21 | -3 | -98 | 1.1 | -8 | 6 | -12 | -7 | -10 | 3
2 | O=C(CSc1n[nH]c(-c2ccc(S(=O)(=O)N3CCCCC3)cc2)n1)Nc1nccs1 | -1 | -1 | 1.1 | -1 | 0 | 5 | 9 | 15 | 4
3 | CCN(CCNC(=O)C1CCN(S(=O)(=O)c2cccc3nsnc23)CC1)c1ccccc1 | 2 | -45 | 1 | -4 | -1 | 1 | 5 | 6 | 0
4 | Cc1cc(N2CCN(c3ccccc3F)CC2)nc2cc(O)ccc12 | 3 | 2 | 1.1 | 10 | 1 | 5 | 3 | 0 | 1
5 | O=C(NCC1CCCO1)C1CCC(=O)N1CCc1ccccc1 (stereo not given) | -9 | -9 | 0.99 | 18 | 36 | 4 | 32 | -1 | -5
6 | Cc1cccc(Cn2c(=O)c3c(nc4n3CCN4Cc3ccco3)n(C)c2=O)c1 | 1 | -8 | 1 | 9 | 4 | -4 | 8 | -5 | -6
7 | CC(=O)c1ccc(Oc2ncnc3sccc23)c(CN2CCOCC2)c1 | 2 | 5 | 1 | 2 | 7 | 1 | 8 | 1 | 6
8 | O=C(C1CCC(=O)N1Cc1ccccc1Cl)N1CCN(c2cccc(Cl)c2)CC1 (stereo not given) | 1 | 2 | 0.99 | 1 | 9 | 5 | 10 | 11 | 23

Following part:
# | Molecule | CatB inh | C1s block | Abs 340nm | Cathepsin G inh | CatB mixtures | FXIIa mix inh | FXIa mix inh | CatL inh | CatS inh
9 | Cc1ccc(N(CC(=O)NCc2ccco2)S(=O)(=O)c2ccccc2)cc1 | 3 | -2 | 1 | 6 | 1 | 6 | 3 | 12 | 21
10 | CCOC(=O)CNC(=O)c1cn(CC)c(=O)c2cc(OC)c(OC)cc12 | 0 | 3 | 1.1 | 9 | 3 | -17 | 6 | 1 | -7
11 | CCOC(=O)COc1nc(OC)nc(N2CCOCC2)n1 | 2 | -48 | 1 | -9 | -4 | 14 | -3 | 18 | 3
12 | N#Cc1c(N)nc(SCc2ccncc2)c(C#N)c1-c1cccs1 | -4 | -72 | 0.99 | -2 | 3 | 1 | 0 | 2 | 9
13 | Cc1nnc(SCC(=O)Nc2ccccc2N2CCOCC2)s1 | -1 | 12 | 1 | 42 | -1 | 2 | 14 | 5 | 5
14 | Cc1ccc2nc3c(cc(C#N)c(=N)n3CC3CCCO3)c(=O)n2c1 (stereo not given) | 0 | 16 | 1 | 10 | 2 | -12 | 9 | 2 | -7
15 | CC(C)CCn1nc(C(=O)OC(C)C(=O)NC(N)=O)c2ccccc2c1=O (stereo not given) | -5 | -35 | 1 | -2 | 2 | -14 | 3 | 2 | 0
16 | Cc1ccc(NC(=O)CSCC(=O)Nc2ncc3c(n2)CC(c2ccco2)CC3=O)cc1 (stereo not given) | · | 2 | 1 | 10 | 0 | 7 | 1 | · | 10

Going on with the list:
# | Molecule | CatB inh | C1s block | Abs 340nm | Cathepsin G inh | CatB mixtures | FXIIa mix inh | FXIa mix inh | CatL inh | CatS inh
17 | COC(=O)c1c(C)[nH]c(C(=O)CN2CCOCC2)c1C | 7 | 13 | 0.99 | 10 | 5 | -23 | 8 | 16 | 2
18 | CCOC(=O)C1=C(C)NC(=O)C(C(N)=O)C1c1ccccc1 (stereo not given) | 0 | -12 | 0.98 | -3 | -1 | 8 | 0 | -3 | -5
19 | Cc1cc(N2C(=O)C3C4C=CC(C4)C3C2=O)ccc1Br (stereo not given) | 1 | 13 | 0.99 | 8 | 0 | 6 | 4 | 2 | 8
20 | O=C(NCc1ccco1)C(c1cccnc1)N(C(=O)Cn1nnc2ccccc21)c1ccc(F)cc1 (stereo not given) | 3 | 16 | 1 | 13 | 6 | 4 | 9 | 4 | -3
21 | Cc1nn(CC(=O)Nc2cccnc2N2CCOCC2)c(=O)c2ccccc12 | -2 | 4 | 1 | 0 | 4 | 6 | 6 | 2 | 14
22 | COCCN1Cc2cccc(C(=O)NCc3cccnc3)c2C1=O | -4 | -5 | 1.1 | -1 | -4 | 5 | 6 | -5 | 5
23 | O=C(O)c1ccc(-c2ccccc2C(F)(F)F)o1 | 4 | -14 | 1 | 8 | 0 | 14 | -7 | -2 | -9
24 | CCN1CCN(S(=O)(=O)c2ccc(Br)s2)CC1 | 4 | -1 | 1 | 12 | 4 | 8 | 0 | 7 | -1

Further structures:
# | Molecule | CatB inh | C1s block | Abs 340nm | Cathepsin G inh | CatB mixtures | FXIIa mix inh | FXIa mix inh | CatL inh | CatS inh
25 | CC(NC(=O)c1noc2c1CCCCC2)c1ccccc1 (stereo not given) | 3 | 5 | 0.99 | -2 | 1 | 1 | 0 | 11 | 6
26 | CC1(C(=O)NC2CCCCC2)CCC(=O)N1Cc1cccnc1 (stereo not given) | 3 | 2 | 1 | -1 | 1 | 5 | 6 | · | -2
27 | CCCCOCCCNC(=O)c1ccc2c(c1)OCO2 | · | 15 | 1.1 | 8 | -4 | 0 | 3 | · | 0
28 | Cc1ccc(OCC(=O)Nc2ccc3c(c2)nc(CCN2CCOCC2)n3C)cc1 | -4 | 4 | 0.97 | 1 | 4 | 2 | 5 | 13 | 6
29 | Cc1noc(C)c1C(=O)OCC(=O)c1ccc[nH]1 | 1 | -28 | 1 | 2 | 4 | 2 | 4 | 9 | 3
30 | COc1cc2c(cc1OC)C(C(=O)Nc1ccccn1)C(c1cccnc1)N(C)C2=O (stereo not given) | -4 | 0 | 1.1 | 0 | 6 | -1 | 3 | 0 | 2
31 | CCOC(=O)c1ccc2nc(NC(NC(C)=O)(C(=O)OC)C(F)(F)F)sc2c1 (stereo not given) | 2 | -7 | 0.98 | 7 | 1 | -1 | 8 | 19 | 1
32 | Cn1cc(CC(=O)Nc2cccc(C#N)c2)c2ccccc21 | 4 | -28 | 1 | 5 | -8 | 10 | -1 | -1 | -10

Other records.
# | Molecule | CatB inh | C1s block | Abs 340nm | Cathepsin G inh | CatB mixtures | FXIIa mix inh | FXIa mix inh | CatL inh | CatS inh
33 | O=C(CSc1ncn(-c2ccccc2)n1)Nc1nc2ccccc2s1 | -1 | 4 | 1.1 | 0 | 1 | 2 | 5 | -3 | 0
34 | c1ccc(-c2ccc(C(c3ccccc3)n3ccnc3)cc2)cc1 (stereo not given) | 0 | -97 | 0.96 | 0 | -14 | 1 | -18 | 18 | -4
35 | c1ccc(-c2nc3cc(Cc4ccc5oc(-c6ccccn6)nc5c4)ccc3o2)nc1 | 3 | -29 | 1 | -12 | 2 | 6 | 2 | -7 | -3
36 | CCCC(=O)N1CCN(S(=O)(=O)c2cc(Cl)ccc2OC)CC1 | 5 | 4 | 0.97 | 12 | 15 | 4 | 7 | 15 | 45
37 | CC(=O)Oc1c(S(=O)(=O)c2ccccc2)c(C)nn1C(C)(C)C | 2 | -4 | 1 | -3 | -7 | -14 | 0 | 3 | 4
38 | COc1ccc(CN(Cc2ccccn2)C(=O)CN2C(=O)C(C)Oc3ccccc32)cc1 (stereo not given) | 6 | -65 | 1 | 1 | 1 | 0 | 2 | 8 | 9
39 | CC(C)CCNc1nc(N2CCCC2)c2c(c1C#N)CCN(C)C2 | -2 | -2 | 1.1 | -5 | -1 | -52 | -2 | -10 | 8
40 | O=C1CC(c2cccc(F)c2)C2=C(CCCC2=O)N1 (stereo not given) | 3 | 10 | 0.99 | 9 | 3 | -21 | 4 | 2 | 14

New compounds follow
# | Molecule | CatB inh | C1s block | Abs 340nm | Cathepsin G inh | CatB mixtures | FXIIa mix inh | FXIa mix inh | CatL inh | CatS inh
41 | Cc1cc(C)n(-c2ccc(C(=O)NC(C)C)cc2)n1 | 6 | 29 | 1 | 15 | 5 | -4 | 14 | · | 15
42 | Cc1cccc(-n2ncc3c(NCCc4ccc(S(N)(=O)=O)cc4)ncnc32)c1 | 8 | -45 | 1.1 | -1 | 5 | 2 | 4 | 6 | 11
43 | Nc1nonc1-c1noc(COc2ccccc2Cl)n1 | 5 | 10 | 1 | 6 | 2 | 6 | 4 | 0 | -11
44 | N#Cc1cc2c(=O)n3ccccc3nc2n(CCCn2ccnc2)c1=N | 0 | -16 | 1 | 7 | -4 | 7 | -5 | -139 | 12
45 | CCOC(=O)C(C)c1n[nH]c(=O)c2ccccc12 (stereo not given) | -4 | 0 | 1 | 1 | -3 | 20 | 7 | 25 | 9
46 | COc1ccccc1OCC(=O)N1CCNC1=O | 2 | -6 | 0.98 | -5 | 3 | 1 | 4 | 11 | -5
47 | c1cncc(-c2nnc3n2CCC3)c1 | 3 | 3 | 0.99 | 8 | 4 | 3 | -9 | -4 | 4
48 | CCC(C)OC(=O)c1[nH]c2c(c1C)C(=O)CC(c1ccc(N(C)C)cc1)C2 (stereo not given) | 2 | -3 | 1 | -4 | 8 | 5 | 2 | 7 | -6

(continued)
# | Molecule | CatB inh | C1s block | Abs 340nm | Cathepsin G inh | CatB mixtures | FXIIa mix inh | FXIa mix inh | CatL inh | CatS inh
49 | O=C(NCc1ccco1)c1cc(-c2ccccc2)c(N2CCOCC2)s1 | -5 | -49 | 1 | 4 | -3 | 41 | -20 | 18 | 1
50 | Cc1cc(=O)[nH]c(-n2nc(C)cc2C)n1 | · | -12 | 1 | -2 | 3 | -1 | -1 | 9 | 4
51 | Cc1cc(=O)n2[nH]c(C)c(-c3ccc(Cl)cc3)c2n1 | 3 | 5 | 1.1 | 14 | 2 | 6 | 13 | 4 | -4
52 | O=C(c1ccccc1)N1CCCCC(Sc2nnnn2-c2ccccc2)C1=O (stereo not given) | 3 | -41 | 1 | -3 | -2 | -20 | -7 | 0 | -8
53 | Cc1ccc(NC(=O)N2CCCC2C(=O)NCCC2=CCCCC2)cc1 (stereo not given) | 3 | 11 | 1 | 10 | 0 | 1 | 0 | 10 | 3
54 | CCOC(=O)c1sc(NC(NC(=O)c2ccco2)(C(=O)OC)C(F)(F)F)nc1C (stereo not given) | 4 | 4 | 1 | 11 | 1 | 6 | -3 | 13 | 10
55 | COc1ccc(C2C=C(C)Nc3nc(SC)nn32)cc1 (stereo not given) | -1 | -11 | 1 | 7 | 5 | -14 | 2 | -20 | -4
56 | Cc1cc(NC(=O)CCC(=O)N(c2cccnc2)C(C(=O)NC2CCCC2)c2ccccc2)no1 (stereo not given) | 3 | 1 | 0.97 | 9 | -2 | 1 | -1 | 11 | -7

The listing continues.
# | Molecule | CatB inh | C1s block | Abs 340nm | Cathepsin G inh | CatB mixtures | FXIIa mix inh | FXIa mix inh | CatL inh | CatS inh
57 | CC1Cc2nc(SCC(N)=O)n(Cc3ccccc3)c(=O)c2S1 (stereo not given) | 3 | 6 | 1 | 0 | 5 | 3 | 4 | -1 | 2
58 | N#Cc1nc(Cc2cccc3ccccc23)oc1NCc1ccco1 | -1 | 4 | 0.99 | 4 | 6 | 2 | 3 | -2 | 5
59 | Cc1cc(C)cc(N(CC(=O)NCc2ccco2)S(=O)(=O)c2c(C)noc2C)c1 | 3 | 14 | 1 | 8 | 5 | 3 | 4 | · | 11
60 | O=C(CC1CCCC1)Nc1nnc(C2CC2)s1 | 6 | 11 | 1 | 1 | 4 | -2 | 2 | 15 | 12
61 | O=C(CSc1ncnc2c1cnn2-c1ccccc1Cl)N1CCN(C(=O)c2ccco2)CC1 | -1 | 8 | 0.97 | 8 | -6 | -2 | -4 | 1 | -2
62 | Clc1ccc(-c2nnc3sc(-c4ccccn4)nn23)cc1 | 1 | 0 | 1 | 7 | -1 | 5 | 2 | -2 | -4
63 | CC(=O)c1c(C)oc(C)c1CSCc1ccc(C(=O)O)o1 | 3 | -147 | 1 | -10 | -6 | -1 | -13 | · | -14
